AMA1-RON2 inh: qHTS for Inhibitors of AMA1-RON; Towards Development of Antimalarial Drug Lead: Primary Screen | AlphaScreen AMA1-biotinylated RON2 peptide binding | Potency, µM (series often up to 58.2 µM), for the others: top-dose activity change, negative = inhibition, actives largely listed as inhibitors | 0.2% of 360,000 active | AID 720542, 2013;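 also: potency is read from the fitted curve at half-maximal effect; 0% = vehicle wells and -100% = peptide control; nearly all actives have a fitted effect of over 45% in size; some results filed as inactive show a strong effect at the top dose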
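AMA1 (3D7) with his tag at 25 nM final met compounds first, then biotinylated RON2 peptide at 25 nM; detection used donor plus acceptor beads, 10 µg/mL apiece, read by AlphaScreen after 30 min at room temperature.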
Shiga inhibitor: A qHTS for Small Molecule Inhibitors of Shiga Toxin. AID 2315, 2010. inhibition, % at 38.7 µM. Vero cells, Shiga toxin protein synthesis inhibition reporter. 9.2% of 290,000 active; in the data active = inhibition mostly above about 28%, no sharp cut-off; inactive = mostly below about 43%; also: 0% is about no effect
AmpC inh no detg: qHTS Inhibitors of AmpC Beta-Lactamase (assay without detergent); P00811; AmpC nitrocefin hydrolysis, absorbance 480 nm, 0.0001% Triton; Potency, µM (highest dose often 57.1 µM), inactives show top-dose activity change, negative = inhibition, actives largely listed as inhibitors; 0.52% of 330,000 active; AID 485341, 2010;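 also: potency is read from the fitted curve at half-maximal effect; plate controls were no compound for no effect and no enzyme for full effect; nearly all actives have a fitted effect of over 20% in size; some results filed as inactive show a strong effect at the top dose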
Target sequence (P00811 whole entry, looked up): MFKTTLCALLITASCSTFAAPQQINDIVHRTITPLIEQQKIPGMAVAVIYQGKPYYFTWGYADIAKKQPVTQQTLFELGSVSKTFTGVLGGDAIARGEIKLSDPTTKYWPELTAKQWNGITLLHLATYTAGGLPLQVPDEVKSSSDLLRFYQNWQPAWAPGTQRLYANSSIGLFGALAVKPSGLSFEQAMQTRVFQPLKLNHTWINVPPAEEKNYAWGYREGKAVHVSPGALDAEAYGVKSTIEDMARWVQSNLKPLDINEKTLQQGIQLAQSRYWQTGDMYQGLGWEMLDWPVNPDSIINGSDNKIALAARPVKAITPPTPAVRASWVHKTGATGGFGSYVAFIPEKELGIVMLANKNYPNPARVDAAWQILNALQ
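20 mM phosphate pH 7.0 + 0.01% (detergent screen) or 0.0001% Triton X-100; 5.3 nM AmpC reagent; cpd preinc 15 min RT; nitrocefin (800 uM stock) to start; A480 q20 s × 4 min; Activity was normalised to no-enzyme and no-compound control wells.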
FBPA Giardia inh: qHTS Assay for Inhibitors of Fructose-1,6-bisphosphate Aldolase from Giardia Lamblia; A8B2U2; purified Giardia FBPA; Potency, µM (highest dose often 59.6 µM), for inactives: at the top dose activity, negative = inhibition, hits mostly inhibitors; 0.71% of 290,000 active; AID 2451, 2010; also: potency is read from the fitted curve at half-maximal effect; % is scaled to controls: 0 for no effect and ±100 for the full control effect; nearly all actives have a fitted effect of over 55% in size
Target sequence (A8B2U2 whole entry, looked up): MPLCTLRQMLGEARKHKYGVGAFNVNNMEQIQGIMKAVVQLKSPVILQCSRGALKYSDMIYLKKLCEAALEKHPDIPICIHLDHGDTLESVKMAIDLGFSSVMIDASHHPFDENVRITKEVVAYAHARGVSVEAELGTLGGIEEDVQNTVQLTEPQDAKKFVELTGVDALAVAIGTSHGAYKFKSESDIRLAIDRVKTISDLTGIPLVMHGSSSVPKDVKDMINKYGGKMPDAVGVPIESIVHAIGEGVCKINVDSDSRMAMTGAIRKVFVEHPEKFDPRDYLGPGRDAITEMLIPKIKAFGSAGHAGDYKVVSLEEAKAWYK
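40 nM FBPA preincubated 10 min at RT with compound (up to 57.5 uM final), then substrate plus GAPDH/TPI/NAD/arsenate coupling and diaphorase/resazurin added. Fluorescence read after 20 min at RT, 525/598 nm.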
CHX counter: Cycloheximide Counterscreen for Small Molecule Inhibitors of Shiga Toxin | cell reporter, cycloheximide protein synthesis inhibition counterscreen | max response, % | 12% of 300,000 active | AID 2314, 2010; in the data active = max response mostly above about 13%, no sharp cut-off; inactive = mostly below about 14%; also: read at 38.3 µM for the half of the compounds with a filed dose; 0% is about no effect
AmpC detergent: qHTS Inhibitors of AmpC Beta-Lactamase (assay with detergent); P00811; AmpC hydrolysis of nitrocefin, absorbance 480 nm, 0.01% Triton; Potency, µM (titrated, usually from 114 µM), for the others: at the top dose activity change, negative = inhibition, hits mostly inhibitors; 0.041% of 370,000 active; AID 485294, 2010;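 also: potency is read from the fitted curve at half-maximal effect; 0% = no-compound wells and -100% = no-enzyme wells; nearly all actives have a fitted effect of over 25% in size; some results filed as inactive show a strong effect at the top dose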
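AmpC (5.3 nM in the dispensed reagent) in 20 mM phosphate pH 7.0 with 0.01% (detergent screen) or 0.0001% Triton X-100 was preincubated with compounds for 15 min at room temperature. Nitrocefin was then added from an 800 uM solution, and hydrolysis was followed at 480 nm.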
HCMV antiviral: qHTS Assay for inhibitors of the human cytomegalovirus (HCMV); HFF cells, HCMV-luciferase reporter, 72 h; hits give low values; 4.5% of 410,000 active; AID 1259415, 2018; activity change, negative = inhibition, % at 57.5 µM; in the data active = activity change below about -60%; inconclusive = no clear call, values can overlap the other calls; inactive = above about -39%; also: % is scaled to controls: 0 for no effect and ±100 for the full control effect
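Cell-based, HFFs, 1000 cells/well, 16 h 37C; cpds in DMSO + HCMV-luc, MOI 1 PFU/cell; 72 h 37C; OneGlo luminescence after 5 min RT; norm. to buffer vs Salinomycin 10uM.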
The depositor's hits bear a star; & = joins results of further samples; [ ] = dose if it differs, or a comment. Unless noted, calls follow the shape of the dose curve; as a rule, active = well fitted curve in the direction sought with a large enough effect; inconclusive = small, poorly fitted or top-dose-only effect, or another doubt; inactive = no such curve, though single readings can be large; an effect the other way counts as inactive or inconclusive. Rows are unselected. Share with any hit: about 16%.

For COc1ccc(Nc2nc(N3CCOCC3)nc(N3CCOCC3)n2)c(OC)c1 the results were AMA1-RON2 inh 3%, AmpC inh no detg -6%, FBPA Giardia inh -8%, CHX counter 1, AmpC detergent -1% and HCMV antiviral 2.
For O=c1oc2ccccc2nc1/C=C(\O)c1ccc(Br)cc1 the results were AMA1-RON2 inh 62%[activator], Shiga inhibitor 39*, AmpC inh no detg -29%, FBPA Giardia inh -16%, CHX counter 27* and AmpC detergent -4%.
O=C1N(c2ccccc2)C[C@@H]2C[C@@H](c3cc4ccccc4o3)N3CCC[C@@]123 was read as AMA1-RON2 inh 5%, Shiga inhibitor 1, AmpC inh no detg -37%, FBPA Giardia inh 7%, CHX counter 9, AmpC detergent 2% and HCMV antiviral -99*.
`CCCCCCSc1ccc(-c2nc3cc(C)ccn3c2NC2CCCCC2)cc1` gave AMA1-RON2 inh 15%&-4%, AmpC inh no detg -13% and HCMV antiviral 39&23.
Screening CCOCCCNC(=O)C(NC(=O)c1ccc(=O)[nH]c1)c1ccc(C)cc1 (stereo unspecified) returned AMA1-RON2 inh 1%, Shiga inhibitor -7, AmpC inh no detg -12%, FBPA Giardia inh 3%, CHX counter -6, AmpC detergent inconclusive and HCMV antiviral 0.
Screening O=C(N/N=C\c1ccc(Cl)cc1)C1=NOC2COC3(CCN(c4ccc([N+](=O)[O-])cc4)CC3)OCC12 (stereo unspecified) returned AMA1-RON2 inh 73%[activator], Shiga inhibitor -1, AmpC inh no detg -27%, FBPA Giardia inh 1%, CHX counter -1, AmpC detergent 2% and HCMV antiviral inconclusive.
`O=C(NNS(=O)(=O)c1ccc(F)cc1)C1CCN(S(=O)(=O)c2ccccc2)CC1` gave AMA1-RON2 inh -13%, Shiga inhibitor -5, AmpC inh no detg -27%, FBPA Giardia inh 5%, CHX counter -2, AmpC detergent 4% and HCMV antiviral -38.
N#CC(C(=O)NC1CC1)c1nc2ccccc2nc1N1CCCC1 (stereo unspecified) was read as AMA1-RON2 inh -7%, Shiga inhibitor -13, AmpC inh no detg -21%, FBPA Giardia inh -3%, CHX counter -4, AmpC detergent -5% and HCMV antiviral 11.
Screening O=C1CCN(S(=O)(=O)c2ccccc2)CCN1CCOCc1ccccc1 returned AMA1-RON2 inh 15%, Shiga inhibitor -8, AmpC inh no detg 15%, FBPA Giardia inh -5%, CHX counter -2, AmpC detergent 13% and HCMV antiviral 6.
CCOCCCNC(=O)c1ccccc1NC(=O)C1=C(C)OCCS1 was read as AMA1-RON2 inh 26%, Shiga inhibitor -10, AmpC inh no detg -5%, FBPA Giardia inh 1%, CHX counter 12, AmpC detergent -10% and HCMV antiviral -4.
Screening CCN1CCN(CC(O)COC(C)C)CC1 (stereo unspecified) returned AMA1-RON2 inh -11%, Shiga inhibitor -11, AmpC inh no detg -15%, FBPA Giardia inh -12%, CHX counter 1, AmpC detergent -14% and HCMV antiviral -3.
Screening Cc1cccc(CN2CCN(CC(C)C)C(CCO)C2)n1 (stereo unspecified) returned AMA1-RON2 inh 3%, Shiga inhibitor -5, AmpC inh no detg 1%, FBPA Giardia inh -15%, CHX counter 7, AmpC detergent 5% and HCMV antiviral -21.
NC(=S)n1[nH]c(-c2ccccc2)c(N=Nc2ccccc2C(=O)N2CCOCC2)c1=O was read as AMA1-RON2 inh 86%[activator], Shiga inhibitor -7, AmpC inh no detg -1%, FBPA Giardia inh 11%, CHX counter -2, AmpC detergent 1% and HCMV antiviral inconclusive.
Screening CCOc1ccccc1C(C(=O)NC1CCCC1)N(Cc1ccco1)C(=O)CNC(=O)c1ccco1 (stereo unspecified) returned AMA1-RON2 inh -3%, Shiga inhibitor 13, AmpC inh no detg 47%, FBPA Giardia inh 7%, CHX counter 12*, AmpC detergent 6% and HCMV antiviral 33.
`CC1=C(CC(=O)c2ccccc2)C(=O)c2ccccc2C1=O` gave AMA1-RON2 inh inconclusive, Shiga inhibitor 87*, AmpC inh no detg -21%, FBPA Giardia inh -28%, CHX counter 36*, AmpC detergent 1% and HCMV antiviral -99*.
`CCCC[n+]1ccn(C2=C([O-])c3ccccc3C(=O)/C2=N\S(=O)(=O)c2ccc(Br)cc2)c1` gave AMA1-RON2 inh -11%, Shiga inhibitor 2, AmpC inh no detg -7%, FBPA Giardia inh inconclusive, CHX counter 1, AmpC detergent -16% and HCMV antiviral -13.
COc1ccc(CNc2nc3c(c(=O)n(Cc4ccc(Cl)cc4)c(=O)n3C)n2C)cc1 was read as AMA1-RON2 inh -16%, Shiga inhibitor -11, AmpC inh no detg -1%, FBPA Giardia inh 4%, CHX counter 2, AmpC detergent -3% and HCMV antiviral inconclusive.
For COC(=O)NCC(c1cccnc1)N1CCOCC1 (stereo unspecified) the results were AMA1-RON2 inh -8%, Shiga inhibitor -9, AmpC inh no detg -19%, FBPA Giardia inh -7%, CHX counter -1, AmpC detergent -3% and HCMV antiviral -17.
`OCC[C@@H]1C[C@@H](O)[C@H](O)[C@]2(Cc3ccccc3CO2)O1` gave AMA1-RON2 inh -3%, Shiga inhibitor -4, AmpC inh no detg -23%, FBPA Giardia inh -8%, CHX counter -4, AmpC detergent -6% and HCMV antiviral 3.
`CCCCN1C(=O)c2ccc(C(=O)NC3(C)CCS(=O)(=O)C3)cc2C1=O` (stereo unspecified) gave AMA1-RON2 inh 0%, AmpC inh no detg -4%, AmpC detergent -11% and HCMV antiviral 24.

The final 2 compounds of the part above come first, to join the parts:
`OCC[C@@H]1C[C@@H](O)[C@H](O)[C@]2(Cc3ccccc3CO2)O1` gave AMA1-RON2 inh -3%, Shiga inhibitor -4, AmpC inh no detg -23%, FBPA Giardia inh -8%, CHX counter -4, AmpC detergent -6% and HCMV antiviral 3.
`CCCCN1C(=O)c2ccc(C(=O)NC3(C)CCS(=O)(=O)C3)cc2C1=O` (stereo unspecified) gave AMA1-RON2 inh 0%, AmpC inh no detg -4%, AmpC detergent -11% and HCMV antiviral 24.
For CCc1ccc(/C=N/NC(=O)c2cc(C3CC3)nc3ccc(Br)cc23)s1 the results were AMA1-RON2 inh 0%, Shiga inhibitor -8, AmpC inh no detg -27%, FBPA Giardia inh 4%, CHX counter 2, AmpC detergent 1% and HCMV antiviral -63*.
O=C(COC(=O)c1ccccc1-c1nc2ccccc2s1)Nc1ccccc1C(F)(F)F was read as AMA1-RON2 inh -7%, Shiga inhibitor -10, AmpC inh no detg -8%, FBPA Giardia inh 1%, CHX counter 1, AmpC detergent -5% and HCMV antiviral 96.
Screening NC(=O)c1sc2nc(N3CCOCC3)c3c(c2c1N)CCCC3 returned AMA1-RON2 inh -5%, Shiga inhibitor -14, AmpC inh no detg -11%, FBPA Giardia inh -1%, CHX counter -6, AmpC detergent -14% and HCMV antiviral -27.
O=c1[nH]c2cccnc2n1Cc1ccco1 was read as AMA1-RON2 inh -4%, Shiga inhibitor 5, AmpC inh no detg -22%, FBPA Giardia inh 8%, CHX counter -2, AmpC detergent -11% and HCMV antiviral 54.
For ClC1C(Cl)C(Cl)C(Cl)C(Cl)C1Cl (stereo unspecified) the results were AMA1-RON2 inh 17%&16%, AmpC inh no detg -17%&-23%, FBPA Giardia inh 5%&1%, AmpC detergent -18%&2% and HCMV antiviral -13&8.
`Cc1ccc(SCC(=O)OCC(=O)NCCc2ccccc2)cc1C` gave AMA1-RON2 inh 20%, AmpC inh no detg 35%, AmpC detergent 5% and HCMV antiviral 12.
`O=C(CN1CCN(c2ccccc2O)CC1)NC(=O)NCc1ccco1` gave AMA1-RON2 inh -5%[2.32 µM], Shiga inhibitor -10, AmpC inh no detg -14%, FBPA Giardia inh -5%, CHX counter -1, AmpC detergent -11% and HCMV antiviral inconclusive.
Screening CCOC(=O)c1c(NC(=O)CN2C(=O)NC3(CCCCCC3)C2=O)sc(C)c1-c1ccc(C)cc1 returned AMA1-RON2 inh 1%[2.32 µM], Shiga inhibitor -14, AmpC inh no detg -22%, FBPA Giardia inh 6%, CHX counter -6, AmpC detergent -12% and HCMV antiviral inconclusive.
COc1cc2c(cc1OC)CN(c1ccc([N+](=O)[O-])c(C(F)(F)F)c1)CC2 was read as AMA1-RON2 inh -19%, Shiga inhibitor -6, AmpC inh no detg 15%, FBPA Giardia inh -10%, CHX counter -3, AmpC detergent -7% and HCMV antiviral 4.
CCOc1[nH]n(-c2ccccc2)c(=O)c1C=Nc1ccc(C(=O)OC)cc1 was read as AMA1-RON2 inh 5%, Shiga inhibitor -14, AmpC inh no detg -21%, FBPA Giardia inh 1%, CHX counter -3, AmpC detergent 2% and HCMV antiviral 133.
Cc1c(O)ccc2cc(S(=O)(=O)c3ccccc3)c(=O)oc12 was read as AMA1-RON2 inh 4%, Shiga inhibitor -1, AmpC inh no detg -15%, FBPA Giardia inh 13%, CHX counter 0, AmpC detergent -1% and HCMV antiviral -31.
Screening Cc1ccc([N+](=O)[O-])cc1 returned AMA1-RON2 inh 0%, AmpC inh no detg -12%, AmpC detergent 3% and HCMV antiviral -31.
`CCn1c(-c2ccccc2Cl)nn(CC(=O)Nc2cc(Cl)ccc2Cl)c1=S` gave AMA1-RON2 inh -16%, Shiga inhibitor -11, AmpC inh no detg 1%, FBPA Giardia inh -5%, CHX counter -4, AmpC detergent -6% and HCMV antiviral inconclusive.
`CC1CC(C)CN(C(=O)C2CCN(S(=O)(=O)N3CCC4(CC3)OCCO4)CC2)C1` (stereo unspecified) gave AMA1-RON2 inh 13%, Shiga inhibitor -7, AmpC inh no detg 41%, FBPA Giardia inh 1%, CHX counter 5, AmpC detergent -1% and HCMV antiviral 4.
COc1ccccc1NC(=O)COC(=O)c1oc2ccccc2c1C was read as AMA1-RON2 inh 2%, Shiga inhibitor -8, AmpC inh no detg -1%, FBPA Giardia inh -16%, CHX counter 4, AmpC detergent -6% and HCMV antiviral 58.
O=C(CNC(=O)COc1ccccc1)NCCN1CCOCC1 was read as AMA1-RON2 inh -7%, AmpC inh no detg -9%, AmpC detergent -10% and HCMV antiviral -5.
`COc1ccc(S(=O)(=O)Nc2ccccc2C(=O)N2CCCCC2)cc1C` gave AMA1-RON2 inh -1%, Shiga inhibitor -2, AmpC inh no detg 12%, CHX counter 5, AmpC detergent -1% and HCMV antiviral 40.
CCC(C(=O)Nc1cccc(C(F)(F)F)c1)c1ccccc1 (stereo unspecified) was read as AMA1-RON2 inh 21%, Shiga inhibitor 28, AmpC inh no detg -23%, FBPA Giardia inh -7%, CHX counter 2, AmpC detergent 6% and HCMV antiviral -5.

Assay outcomes deposited in PubChem BioAssay by National Center for Advancing Translational Sciences (NCATS).
